# Screens: PubChem, NCI
# Growth percent in the NCI-60 one-dose screen (48 h, 10 µM unless noted): 100 = growth as untreated, 0 = no growth, -100 = all killed.
# SK-MEL-5: SK-MEL-5 melanoma; hit rate 6.4% among 80,000
# MALME-3M: MALME-3M melanoma; hit rate 5.8% among 78,000; AID 1794766
# SK-MEL-2: SK-MEL-2 melanoma. AID 1794763. hit rate 4.7% among 77,000
# UACC-62: UACC-62 melanoma | hit rate 5.4% among 81,000
# UACC-257: UACC-257 melanoma; hit rate 4.4% among 78,000; AID 1794764
# LOX IMVI: LOX IMVI melanoma | hit rate 7.4% among 79,000 | AID 1794757
# MDA-MB-435: MDA-MB-435 melanoma; hit rate 7.8% among 82,000; AID 1794794
# SK-MEL-28: SK-MEL-28 melanoma. hit rate 4.1% among 81,000. AID 1794761
# Active calls of the source: *; nt = not tested or not shown; & = joins results of further samples. Rule for the calls: active = growth percent below 10; inactive = the rest. Not a hit list; overall some 12% were active at least once.
entry	molecule	SK-MEL-5	MALME-3M	SK-MEL-2	UACC-62
1	COc1ccccc1/C(C)=N/NC(=O)CSc1nc2ccccc2c(=O)n1Cc1ccc(S(N)(=O)=O)cc1	97.5	103.5	105.5	97.4
2	Cn1cnc2nc[nH]c2c1=S	100.3	98.8	105.8	98.5
3	COc1ccc(C2=C(c3ccccc3)C(=O)C(c3ccccc3)=C2c2ccccc2)cc1	82.8	94.2	85.6	61.2
4	COc1ccc(/C=c2\nc3n(-c4ccccc4)c4nc5c6c(sc5c(=N)n4n-3c2=O)CCCC6)cc1	70.8	97.4	99.4	74.1
5	CCOc1ccccc1C(=O)N(Cc1ccccc1)Cc1ccccc1	88.9	91.2	nt	49.3
6	CCCN(C)CC(C)Nc1cc(OC)cc2cccnc12 (configuration not stated)	98.5	120.4	102.9	104.8
7	Nc1nc(SCc2ccc(Cl)cc2Cl)c2ncn(C3OC(CO)C(O)C3O)c2n1 (configuration not stated)	96.8	102.8	100.4	88.8
8	CCN(CC)Cc1cc(-c2cncc(Cl)c2N2CCC3(CCNC3=O)CC2)ccc1O	97.7	113.1	105.7	105.7
9	O=c1ccc(=O)n(-c2nc(O)c(N=Nc3c(Cl)cccc3Cl)s2)[nH]1	99.0	99.9	108.6	98.4
10	O=C1c2ccccc2C(=O)C1c1ccc(Br)cc1	106.8	88.8	106.2	98.3
11	CC(C)(C)CC(C)(C)N1CNC(=S)NC1	92.8	115.3	100.1	112.8
12	O=C(O)c1cc(O)cc(O)c1	105.4	111.8	108.0	104.7
13	CNC(=O)c1cc(Cn2nc(C)c(NC(=O)c3ccc(COc4ccc(C(F)(F)F)cc4C)cc3)c2C)ccn1	13.6	106.7	59.7	69.8
14	NC1(C(=O)O)CCCCC1	94.3	112.8	107.8	98.7
15	COc1cc(NC(=O)CSc2nc3ccc(Cl)cc3c(=O)n2Cc2ccccc2)cc(OC)c1OC	45.5	61.2	77.6	43.2

entry	UACC-257	LOX IMVI	MDA-MB-435	SK-MEL-28
1	95.4	89.9	102.6	114.2
2	96.5	99.4	108.5	111.6
3	75.4	49.2	66.4	96.9
4	106.5	91.2	89.5	102.5
5	88.7	83.8	94.9	96.3
6	97.1	92.8	105.4	107.6
7	98.0	90.4	102.5	118.6
8	88.1	95.1	101.4	109.3
9	102.4	98.7	102.7	109.2
10	110.2	88.9	97.9	98.0
11	66.7	91.6	101.7	100.2
12	100.8	106.8	115.7	110.7
13	27.6	68.6	62.4	89.2
14	108.5	100.4	111.3	110.7
15	70.0	74.5	78.2	78.2

# The list continues:
entry	molecule	SK-MEL-5	MALME-3M	SK-MEL-2	UACC-62
16	O=[N+]([O-])c1ccccc1N/N=C/c1ccccc1	91.1	90.3	98.2	95.5
17	O=[N+]([O-])c1cccc(CN(Cc2cccc([N+](=O)[O-])c2O)c2ccccc2)c1O	90.5	87.2	84.7	69.6
18	CC(=O)Nc1ccc2c(c1)C(NC(=O)/C=C\C(=O)O)c1ccccc1-2 (configuration not stated)	96.3	101.9	113.9	108.3
19	CCOC(=O)Nc1c(Cl)n(C)c(=O)n(C)c1=O	98.9	107.8	92.4	93.7
20	CN(C)C(=O)OCc1nc2c(N3CCOCC3)nc(-c3ccccc3)nc2n1C	-95.7*	-92.8*	-73.5*	-92.0*
21	Nc1nc(=S)cc(Nc2ccccc2Cl)[nH]1	97.4	95.0	94.1	93.6
22	COc1cc(-c2nc(NC(C)=O)sc2-c2ccnc(NCCNS(=O)(=O)c3ccc(Cl)cc3)n2)ccc1Cl	95.1	109.3	91.3	93.2
23	CC(=O)OC[C@H]1OC(Sc2sc(C(=O)c3ccc(C)cc3)c(N)c2-c2nc3ccccc3s2)[C@@H](OC(C)=O)[C@@H]1OC(C)=O (some centres not stated)	96.6	99.7	103.1	85.6
24	CCCCCCN(CCCCCC)C(=N)c1ccnc2ccccc12	nt	76.2	nt	81.3
25	N#Cc1c(NC(=O)c2ccccc2)n[nH]c1Nc1ccccc1	nt	107.1	108.0	96.6
26	NCCC1CCCCC1	100.4	91.2	105.9	96.5
27	CN1CCN(Cc2ccc(NC(=O)c3ccc(C(C)(C)C)c(C#Cc4cnc5cccnn45)c3)cc2C(F)(F)F)CC1	-60.3*	-53.7*	33.7	-71.0*
28	Cc1cccc(C)c1[C@@H]1C[C@](C)(O)[C@H]2CC[C@H](C)C[C@@H]2O1	101.8	88.7	103.6	103.3
29	CC(O)(CC(=O)O)CC(=O)O	100.0&100.7	101.8&99.0	100.8	103.0&96.3
30	O=NN(CCCl)C(=O)Nc1cc2c3ccccc3ccc2c2ccccc12	87.6	81.4	91.7	79.9

entry	UACC-257	LOX IMVI	MDA-MB-435	SK-MEL-28
16	82.6	93.8	99.2	98.5
17	93.3	79.6	91.4	96.7
18	nt	98.3	101.4	109.9
19	96.6	95.0	88.7	101.6
20	-65.4*	-84.7*	-89.1*	-95.4*
21	99.2	90.0	102.8	110.8
22	98.2	103.5	97.1	100.0
23	99.8	94.2	101.0	105.3
24	69.9	30.0	61.8	88.4
25	122.4	98.9	114.1	107.4
26	nt	95.7	100.7	99.6
27	-37.7*	-87.7*	-88.5*	-68.8*
28	93.1	100.2	106.6	106.7
29	115.3&122.1	95.5&97.2	110.1&95.4	109.0&113.6
30	92.3	77.9	90.2	96.8

# The list continues.
entry	molecule	SK-MEL-5	MALME-3M	SK-MEL-2	UACC-62
31	CN(C)Cc1c(-c2cccc(OC(F)(F)F)c2)[nH]c2ccc(N3CCCC3)cc2c1=O	83.6	77.3	89.5	59.8
32	O=C1CCC(=O)N1C1CCCCC1	96.8	82.6	102.9	97.7
33	C[C@H](CCCCO)[C@H]1CC[C@H]2[C@@H]3CC[C@@H]4CNCCC[C@]4(C)[C@H]3CC[C@]12C	98.4	95.8	108.1	98.8
34	NC(=O)NCO	nt	89.3	108.3	121.2
35	COc1ccc2c(c1)[n+]([O-])c(C1=NNC(c3cc(OC)c(OC)c(OC)c3)C1)c(C)[n+]2[O-] (configuration not stated)	91.9	nt	80.8	89.7
36	O=C1S/C(=C\c2ccco2)C(=O)N1Cc1cc2ccccc2nc1Cl	99.2	99.2	95.0	86.8
37	COc1cc(Nc2nc3ccccc3cc2C(=O)N2CCN(c3ccc(F)cc3)CC2)cc(OC)c1OC	63.3	111.0	101.2	57.8
38	COc1sc(/C=N/NC(=O)c2[nH]c3ccc(Br)cc3c2-c2ccccc2)cc1Cl	-91.1*	18.1	-9.9*	-30.6*
39	CC(=O)OC1C=CC(OC(C)=O)O1 (configuration not stated)	104.4	89.7	88.9	84.4
40	CC(C)NCCCCCSc1ccnc(N)n1	106.3	93.3	102.0	110.5
41	CCN(CC)c1ccc(/C=C/C=C2\NC(=O)NC2=O)cc1	8.6*	51.8	-13.5*	33.0
42	N#CC1=C(/C=C\c2ccccc2)C2C(=O)N(c3ccccc3)C(=S)N2C1=O (configuration not stated)	102.4	101.7	90.9	92.1
43	Cn1ccnc1C(=O)/C=C/c1ccc(C(=O)Nc2ccc(F)cc2)cc1	8.1*	66.4	74.6	35.6
44	O=C1CC(NC(=O)c2ccccc2)C(=O)O1 (configuration not stated)	nt	102.3	107.5	103.5
45	COc1ccc(OC)c(/C=C2\Oc3cc(O)ccc3C2=O)c1	92.4	76.0	98.6	89.0

entry	UACC-257	LOX IMVI	MDA-MB-435	SK-MEL-28
31	75.2	79.0	nt	73.7
32	107.8	98.4	99.5	107.8
33	99.8	101.7	94.9	103.4
34	100.6	109.5	107.0	105.8
35	97.7	81.2	109.4	106.6
36	102.4	99.2	93.7	102.0
37	108.3	90.3	98.8	104.0
38	29.0	-91.7*	-10.1*	-33.1*
39	94.0	80.4	96.0	109.7
40	nt	96.6	101.1	106.3
41	43.0	33.2	-5.5*	57.5
42	103.2	99.6	99.5	105.5
43	62.2	-59.7*	18.3	60.9
44	104.5	98.3	112.7	120.3
45	102.5	88.6	82.7	88.5

# Profiles, quoted from the list. Order of values: SK-MEL-5, MALME-3M, SK-MEL-2, UACC-62, UACC-257, LOX IMVI, MDA-MB-435, SK-MEL-28
# N#CC1=C(/C=C\c2ccccc2)C2C(=O)N(c3ccccc3)C(=S)N2C1=O (configuration not stated) as listed: 102.4, 101.7, 90.9, 92.1, 103.2, 99.6, 99.5, 105.5
# CCN(CC)Cc1cc(-c2cncc(Cl)c2N2CCC3(CCNC3=O)CC2)ccc1O as listed: 97.7, 113.1, 105.7, 105.7, 88.1, 95.1, 101.4, 109.3
# NC(=O)NCO as listed: nt, 89.3, 108.3, 121.2, 100.6, 109.5, 107.0, 105.8

# Going on with the list.
entry	molecule	SK-MEL-5	MALME-3M	SK-MEL-2	UACC-62
46	Cc1cc(C(C)(C)C)cc(CNC(C)(C)C)c1O	100.7	108.6	120.2	96.2
47	CC1(C)OC2C(COC(c3ccccc3)(c3ccccc3)c3ccccc3)OC(c3c[nH]c4c(N)ncnc34)C2O1 (configuration not stated)	60.8	93.5	69.8	65.2
48	COc1ccc(S(=O)(=O)NC2C(O)C3(C)c4ccccc4C2(C)c2ccccc23)cc1OC (configuration not stated)	46.2	111.6	107.1	94.2
49	O=C1C(SCCO)=C(SCCO)C(=O)N1c1ccc(-c2ccccc2)cc1	102.5	-44.5*	-73.5*	62.5
50	CCOC(=O)/C=C1\S/C(=N\Nc2cc(=O)[nH]c3ccccc23)N(c2ccccc2)C1=O	104.2	100.7	110.4	97.0
51	COC1(OC)C2C=CC1C1CC/C=C\CCC12 (configuration not stated)	100.9	105.8	nt	106.3
52	COc1cc(/C=C2\C(=O)N(CCCOc3cc(O)c4c(=O)cc(-c5ccccc5)oc4c3)c3ccccc32)cc(OC)c1O	71.9	78.5	81.1	46.8
53	CCOc1ccc(-c2cc(N)n(S(=O)(=O)c3ccc(OC)cc3)n2)cc1	97.5	114.1	109.9	92.5
54	CCc1c(C)c2ccc(OCC(=O)N=Nc3c(O)[nH]c4ccccc34)c(C)c2oc1=O	34.2	42.5	32.9	22.8
55	CCOC(=O)CCN1C(=O)/C(=C/N2N=C(c3ccc(OC)cc3)CC2c2ccc(OC)cc2)SC1=S (configuration not stated)	100.6	106.6	126.7	93.5
56	C/C(=N\N)c1nnn(-c2ccc(Cl)cc2)c1C	103.0	105.9	109.6	97.0
57	Cn1c(I)c(C#CCO[Si](C)(C)C(C)(C)C)c(=O)[nH]c1=O	102.7	-51.2*	69.2	100.5
58	N#CCNC(=O)Cc1ccccc1	99.0	122.0	122.3	104.1
59	COc1ccc(C(=O)NNc2nccc(Nc3ccc(S(=O)(=O)Nc4ccncc4)cc3)n2)cc1	94.7	97.1	109.8	90.9
60	COc1cc(NCCCCCCC2CCCCN2)c2ncccc2c1 (configuration not stated)	82.3	nt	105.4	98.2

entry	UACC-257	LOX IMVI	MDA-MB-435	SK-MEL-28
46	107.7	98.8	110.8	100.0
47	74.9	54.8	62.4	66.8
48	106.9	94.7	97.7	108.0
49	-5.6*	-45.0*	92.2	-66.7*
50	107.4	97.2	106.5	109.7
51	98.2	103.5	97.6	104.5
52	90.9	58.8	-35.1*	90.9
53	86.6	105.4	100.7	102.6
54	28.2	-37.8*	0.9*	64.8
55	102.5	nt	86.5	114.4
56	104.3	98.2	111.5	110.5
57	96.6	99.9	97.4	30.7
58	128.6	96.3	111.9	110.1
59	107.6	96.0	103.8	100.7
60	94.6	75.2	105.0	109.2

# The listing continues:
entry	molecule	SK-MEL-5	MALME-3M	SK-MEL-2	UACC-62
61	COc1ccc(-c2cc(-c3ccc(Cl)cc3)nc3nc(NN)[nH]c(=O)c23)cc1	100.1	107.2	100.4	97.5
62	CC1CCC(OC(=O)CC#N)CC1 (configuration not stated)	97.6	100.1	nt	115.0
63	COc1cc(C2c3cc4c(cc3C(O)C(CO)C2CO)OCO4)cc(OC)c1OC (configuration not stated)	11.1	nt	32.2	40.8
64	O=c1[nH]c2cc(Br)ccc2c(O)c1/C=N/Nc1nc(-c2ccccc2)cs1	83.2	98.8	88.8	82.1
65	Cc1nc(C)c(Br)s1	100.0	83.0	113.0	101.8
66	CNC(=O)c1cc(Oc2ccc3nc(NC(=O)NCCCO)sc3c2)ccn1	98.5	103.7	117.9	97.9
67	COc1ccc(-c2nnn(-c3ccc(Cl)cc3)c2N)cc1OC	97.3	98.6	111.0	95.8
68	CN(Cc1ccccc1)c1nc(Cl)c(C2CC(c3ccc(Br)cc3)=Cc3[nH][nH]c(=O)c32)s1 (configuration not stated)	98.8	102.8	102.1	93.2
69	Cc1cc(Nc2ccc(C)c(Cl)c2)nc(N)n1	91.9	105.7	97.3	95.1
70	Cc1ccc(C(C)C)c(O)c1O	98.5	123.7	103.4	88.7
71	Cc1nc2cc(-c3nn(C(C)C)c4ncnc(N)c34)ccc2o1	-49.2*	-38.7*	nt	-53.0*
72	COC(=O)C(Cc1ccccc1)n1cc(COc2nc(Cl)nc(Nc3ccc(Cl)cc3)n2)nn1 (configuration not stated)	102.8	89.4	97.2	93.1

entry	UACC-257	LOX IMVI	MDA-MB-435	SK-MEL-28
61	107.2	97.8	104.2	114.4
62	100.7	100.5	102.2	111.6
63	62.0	43.8	-53.1*	44.1
64	106.5	83.1	96.6	92.9
65	113.2	106.6	111.7	106.5
66	104.4	102.3	102.8	117.0
67	106.2	96.2	96.9	94.0
68	100.5	92.7	99.9	102.0
69	99.1	93.9	104.6	113.0
70	78.2	106.7	109.5	102.5
71	-45.3*	-21.1*	-20.5*	-34.3*
72	94.7	nt	105.0	106.7

# Exported screen by screen: part of the list above.
68) CN(Cc1ccccc1)c1nc(Cl)c(C2CC(c3ccc(Br)cc3)=Cc3[nH][nH]c(=O)c32)s1 (configuration not stated)
69) Cc1cc(Nc2ccc(C)c(Cl)c2)nc(N)n1
Screen / compound no.	68	69
SK-MEL-5	98.8	91.9
MALME-3M	102.8	105.7
SK-MEL-2	102.1	97.3
UACC-62	93.2	95.1
UACC-257	100.5	99.1
LOX IMVI	92.7	93.9
MDA-MB-435	99.9	104.6
SK-MEL-28	102.0	113.0
